# SSB-PriA inh = inhibitors of Klebsiella pneumoniae PriA binding to SSB C-terminal tail. AID 1272365. inhibition, % at 33 µM. AlphaScreen SSBct-PriA binding, biotinylated peptide. actives 0.6% (n = 430,000); in the data active = inhibition mostly above about 37%, no sharp cut-off; inactive = mostly below about 20%;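 note: plate controls were negative control peptide for no effect and reference peptide for full effect; strong numbers were not always called active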
# * marks the source's active call; other numbers are inactive results; & = joins results of further samples. Only part of the results is shown; the hit share may differ from the screen's.
SMILES,SSB-PriA inh
NC(=NOC(=O)CCCc1ccccc1)c1cccnc1,-17.2
CSc1ccccc1NC(=O)CC1SC(N)=NC1=O (stereo not given),-20.0
O=C(O)CCN1C(=O)/C(=C/c2ccccc2[N+](=O)[O-])SC1=S,6.0
Cc1cc(NC(=O)CCCSc2ccccc2)no1,1.0
CC(=O)N1CCCc2ccc(NC(=O)C(=O)NC(C)c3ccccc3)cc21 (stereo not given),-6.0
CC(=NNC(=O)CC1N=C(Cc2ccccc2)NNC1=O)c1ccc(Br)cc1 (stereo not given),-6.1
CC(=O)c1ccc(N2CCN(C(=O)c3snc(-c4cccc(F)c4)c3N)CC2)cc1,0.0
O=C(CCn1cnc2c([nH]c3ccccc32)c1=O)N1CCN(c2ccccc2)CC1,-3.0
CC(C)N1CCC(CNC(=O)c2ccccc2C(F)(F)F)CC1,-14.0
O=C(Nc1ccc(N2CCCS2(=O)=O)cc1)c1ccc2c(c1)OCO2,0.0
Cc1ccc(S(=O)(=O)N2CCCCC2CCNC(=O)Nc2cccs2)cc1 (stereo not given),-6.0
O=C(c1cc(-c2cccs2)[nH]n1)N1CCC[C@H](Cc2nc(-c3cnccn3)no2)C1,-4.0
O=C(c1ccc2c(c1)OCCO2)N(Cc1ccccn1)c1nc2c(Cl)cccc2s1,-7.0
C=CCOc1c(Cl)cc(C=NO)cc1OC,9.3
CN(C)S(=O)(=O)c1ccc(C(=O)Nc2nc(-c3ccccc3)c(-c3ccccc3)s2)cc1,-8.0
O=C(NCCCn1nc(-c2ccncc2)ccc1=O)c1cc2ccccc2oc1=O,-8.0
Cc1nc(-c2cccnc2)sc1-c1ccc(SCC(=O)Nc2ccc(F)cc2F)nn1,1.0
CN(C)C=Nc1cc(=O)[nH]c(=O)n1C,-4.5
CC(=O)Nc1cccc(NC(=O)COC(=O)CON=C(C)c2ccc3c(c2)OCO3)c1,-10.1
COC(=O)c1c2c(nc3c1c(-c1cccs1)nn3C1CCS(=O)(=O)C1)CCC2 (stereo not given),-20.0
O=C(NCC1CCN(S(=O)(=O)c2cccnc2)CC1)Oc1ccccc1,2.0
O=S(=O)(Cc1ccccc1)NCCn1ccc(-c2cccs2)n1,-30.0
CC(=O)Nc1ccc(NC(=O)Cn2nc(C3CC3)c3cnn(-c4ccccc4)c3c2=O)cc1,-6.0
COc1ccc2nc(-n3nc(C)cc3NC(=O)COc3ccc(F)cc3)sc2c1,0.0
CN1C(=O)NC(c2cccs2)C2=C1CN(CCO)C2=O (stereo not given),-3.0

# Given with tabs: part of the list above.
molecule	SSB-PriA inh
CC(C)N1CCC(CNC(=O)c2ccccc2C(F)(F)F)CC1	-14.0
O=C(Nc1ccc(N2CCCS2(=O)=O)cc1)c1ccc2c(c1)OCO2	0.0
Cc1ccc(S(=O)(=O)N2CCCCC2CCNC(=O)Nc2cccs2)cc1 (stereo not given)	-6.0
O=C(c1cc(-c2cccs2)[nH]n1)N1CCC[C@H](Cc2nc(-c3cnccn3)no2)C1	-4.0
O=C(c1ccc2c(c1)OCCO2)N(Cc1ccccn1)c1nc2c(Cl)cccc2s1	-7.0
C=CCOc1c(Cl)cc(C=NO)cc1OC	9.3

# (cont.)
SMILES,SSB-PriA inh
Cc1cc(-c2ccncc2)nn1CCNC(=O)Cc1ccsc1,-1.0
Cc1cc(C)n(CCNC(=O)c2ccc(N3CCC(Cc4ccccc4)CC3)nn2)n1,-9.0
O=C(CSc1nnc2ccc3ccccc3n12)Nc1ccc(F)c(Cl)c1,-5.0
NC(=NOC(=O)Cc1cccs1)c1ccc(Br)cc1,-87.2
CC(C)NC(=O)NCC#CCOc1cccc(C(F)(F)F)c1,-11.0
Cc1nc(-c2cccc(NC(=O)/C=C\C(=O)O)c2)cs1,12.0
CSc1nc(NC(C)C)c2cnn(CCN)c2n1,-12.0
COc1ccc(Cl)cc1C(=O)OC1CN(c2nc3ccccc3s2)C1,-6.0
CC(C)S(=O)(=O)N1CCN(CCn2cccn2)CC1,-3.0
Cc1ccc(-c2nsc(SCC(=O)NCc3ccc(F)cc3)n2)cc1,-9.0
C#CC(C)(CC)OCC(O)CN1CCCC1 (stereo not given),1.0
NC(=O)c1nc(-c2cccc(Cl)c2)nc2c1[nH]c(=O)n2-c1ccc(Cl)c(Cl)c1,-7.0
COc1ccc(Cl)cc1NC(=O)NCC[C@@H](CCO)c1ccccc1,-10.0
C[C@H](NC(=O)C(=O)NCC1CCN(c2ccncc2)CC1)c1ccccc1,-5.0
COc1cc(C=NNC(=O)c2cc(C34CC5CC(CC(C5)C3)C4)[nH]n2)ccc1O,11.8
O=C(CSC1CCCC1)Nc1ccc2c(c1)CN(C(=O)c1ccco1)CC2,3.0
Cc1ccc(CNC(=O)CCc2csc(NC(=O)c3ccc[nH]c3=O)n2)cc1,-14.0
COc1cccc(C=NNC(=O)C(=O)NCc2cccnc2)c1,-9.3
O=c1[nH]c(=S)c2c(n1Cc1ccccc1)CCCC2,-14.0
COc1ccccc1CNC(=O)C(=O)Nc1ccon1,2.0
O=C(CSc1n[nH]c(-c2ccccn2)n1)NC1CC2CCC1C2 (stereo not given),99.0*
Nc1ccc(NC(=O)C(F)(F)F)c(Cl)c1,-2.0
Cc1nc([N+](=O)[O-])c(N2CCCC2)n1Cc1ccccc1,0.0
O=C(Cc1csc(NS(=O)(=O)c2ccc(Cl)cc2)n1)NCc1c(F)cccc1F,-8.0
Cn1cc(C(=O)N2CCN(CCNC(=O)c3cccs3)CC2)nn1,-6.0

# Brought forward from above: four entries, followed by the next part.
SMILES,SSB-PriA inh
Nc1ccc(NC(=O)C(F)(F)F)c(Cl)c1,-2.0
Cc1nc([N+](=O)[O-])c(N2CCCC2)n1Cc1ccccc1,0.0
O=C(Cc1csc(NS(=O)(=O)c2ccc(Cl)cc2)n1)NCc1c(F)cccc1F,-8.0
Cn1cc(C(=O)N2CCN(CCNC(=O)c3cccs3)CC2)nn1,-6.0
COc1cc(C(=O)N2CCCC[C@H](c3ccc(F)cc3)C2)cc(OC)c1OC,2.0
CCCCOc1ccccc1-c1cc2c(SCC(=O)Nc3ccc(C(C)=O)cc3)nccn2n1,-16.0
O=C(CSc1ccc(F)cc1)N1CCC(n2ccnn2)C1 (stereo not given),-8.0
CC(=O)N1CCc2ccc(NC(=O)c3ccccc3C(F)(F)F)cc21,-13.0&6.0
O=C(NCCNc1cc(Nc2ccccn2)ncn1)c1ccc2c(c1)OCO2,-7.0
CN=C1SCC(O)(c2cccc([N+](=O)[O-])c2)N1C (stereo not given),-5.0
COC(=O)c1[nH]c(C)c(C(O)=C2C(=O)C(=O)N(CCN(C)C)C2c2ccccc2F)c1C (stereo not given),2.0
COc1cccc(CCNC(=O)c2cn(C)nn2)c1,-5.0
CCc1nnc(NC(=O)CSc2ccc(-c3cc(C)c(C)cc3C)nn2)s1,1.0
O=S(=O)(c1ccc(OC(F)(F)F)cc1)N1CCN(c2cc(-c3ccccc3)ncn2)CC1,-21.0
CNC(=O)c1c(NC(=O)C2=COCCO2)sc2c1CCC2,2.0
C#CCn1c(=NC(=O)CN2C(=O)CCC2=O)sc2cc([N+](=O)[O-])ccc21,-8.0
Cc1nc(C)c(CCNC(=O)c2ccc(Cl)cc2)s1,-5.0
CC(/C=C/c1ccccc1)=NNC(=O)c1ccncc1,0.6
O=C(Cc1ccc(-n2c(=O)c3ccccc3n(Cc3ccccc3F)c2=O)cc1)NCc1cccs1,-12.0&2.0
COc1ccc(CC(=O)NC[C@](C)(O)c2cc3ccccc3s2)cc1OC,5.0
COc1ccccc1OCC(=O)Nc1ccc2c(c1)N(C(=O)C1CC1)CC2,-5.0
Cc1ccc(-c2ccc(C=NNC(=S)Nc3ccccc3)o2)cc1[N+](=O)[O-],10.2
O=C(NN=C(c1ccccc1)c1cccnc1)C(O)(c1ccccc1)c1ccccc1,9.2
CS(=O)(=O)N1CCN(C(=O)Cc2csc(Nc3ccccc3)n2)CC1,6.0
O=C(NCC(c1ccsc1)N1CCOCC1)Nc1ccc(F)cc1 (stereo not given),-9.0
CC(=NNC(=O)c1ccc(Cl)s1)c1ccc(NC(=O)COc2ccc(Cl)cc2)cc1,-1.3
COc1c[nH]c(C(=O)Nc2ccc(F)c(Cl)c2)cc1=O,1.0
O=c1cc(-c2ccc(F)cc2)nc(SCc2nc(-c3ccc4c(c3)OCO4)no2)[nH]1,-11.0
CCN1C(=O)c2cccc3c(NC(=O)c4cccs4)ccc1c23,0.0

# Following part:
SMILES,SSB-PriA inh
O=C(CC1CCCCN1S(=O)(=O)c1cccs1)Nc1ccccc1 (stereo not given),21.0
CCOc1ccc(-c2nc(NC(=O)COc3ccc(Cl)cc3)sc2C)cc1,-13.0
COC(=O)c1ccc(CSC(=S)N(C)C)cc1,-77.0
O=C(Cc1csc(Nc2ccc(F)cc2)n1)NCCC1=CCCCC1,-13.0&6.0
CC1CCN(S(=O)(=O)Nc2ccccn2)CC1,-23.0
CC(NS(=O)(=O)c1cc(S(=O)(=O)NC(C)C2C3CC4CC(C3)CC2C4)c2cccc3c2c1NC3=O)C1C2CC3CC(C2)CC1C3 (stereo not given),-20.0
CS(=O)(=O)N1CCC(C(=O)Nc2c3c(nn2CC(=O)NCc2ccc(F)cc2)CSC3)CC1,-3.0
CC(NC(=O)C(=O)NCC1(c2cccs2)CCOCC1)c1ccccc1 (stereo not given),-4.0
COc1ccc(Br)c(C(=O)NCC(O)(c2ccccc2)C2CC2)c1 (stereo not given),6.0
Cn1ccnc1N1CCN(C(=O)c2ccco2)CC1,3.0
CN1CCN(C(CNC(=O)NCc2cccc3ccccc23)c2ccsc2)CC1 (stereo not given),2.0&8.0
COc1ccc(C)cc1NC(=O)C(=O)NCC(=O)N1CCOC(c2ccccc2)C1 (stereo not given),-12.0
O=C(Nc1ccc(-c2ccc(N3CCOCC3)nn2)cc1)Nc1ccc2c(c1)OCO2,-16.0
CCOc1ccc(CN2C(=O)C(NC(C)=O)c3cccc(Cl)c32)cc1 (stereo not given),11.0
COc1ccccc1CCNC(=O)C1CN(C(=O)c2ccc3c(c2)OCO3)C1,-15.0
CCN1CCN(C(=O)NCCn2ccnc2C2CC2)C(=O)C1=O,-11.0
Brc1ccc(-n2nnnc2Cc2nnnn2-c2ccc(Br)cc2)cc1,-13.0
Cc1nc2c(ccc3nc(NC(=O)/C=C/c4ccc([N+](=O)[O-])cc4)sc32)s1,0.0
CC[C@H](N)CN1CCN(C)CC1,-11.0
O=C(CSc1nc(-c2cccc(Cl)c2)cc(=O)[nH]1)Nc1ncn[nH]1,22.0
COc1ccc(CCNS(=O)(=O)c2[nH]ncc2C(=O)O)cc1OC,-19.0
Cc1csc2ncc(C(=O)NC(c3ccccc3)c3ccccc3)c(=O)n12,0.0
COc1ccc2cc(C(C)=NNC(=O)C3CC3)ccc2c1,-14.1
CC1=C(C(N)=O)C(c2ccc(Br)cc2)n2nc(C(C)O)nc2N1 (stereo not given),-11.0
Cc1ccc(S(=O)(=O)N=C(N)Nc2nc(C)c3ccc(C)cc3n2)cc1,-6.2

# A different layout for some results above.
SMILES	SSB-PriA inh
O=C(Nc1ccc(-c2ccc(N3CCOCC3)nn2)cc1)Nc1ccc2c(c1)OCO2	-16.0
Cc1csc2ncc(C(=O)NC(c3ccccc3)c3ccccc3)c(=O)n12	0.0

# Continuation:
SMILES,SSB-PriA inh
CC(C)(C)c1ccc(NC(=O)N(CCc2cccs2)C2CC2)cc1,-9.0
O=C(Nc1ccccc1C(=O)NN=Cc1ccc(O)cc1)c1ccccc1,7.8
O=C(Nc1cccc(-c2ccc3nnc(-c4cccnc4)n3n2)c1)c1ccccc1[N+](=O)[O-],-1.0
CN(C)S(=O)(=O)c1ccc(I)cc1,22.0
Cc1ccccc1NC(=O)c1ccc(S(=O)(=O)Nc2ccc(OC(F)(F)F)cc2)o1,-11.0
COc1ccc2sc(OC3CCN(C(=O)Nc4ccc(C)c(C)c4)CC3)nc2c1,-18.0
CC(Cc1ccoc1)NC(=O)C(c1ccccc1)c1ccccc1 (stereo not given),-17.0
CSCC(C)(O)CNC(=O)C1(c2ccccc2)CCOCC1 (stereo not given),0.0
O=S(=O)(NCC1CCN(S(=O)(=O)c2cccnc2)CC1)c1ccc2c(c1)CCO2,-2.0
CC(C)Oc1ccc(C(=O)NCCn2ccc(C(F)(F)F)n2)cc1,0.0
O=C(NCC#CCN1CCCCCC1)c1cc2ccccc2[nH]1,6.0
O=C(CSc1ncn[nH]1)NN=Cc1ccc(Br)cc1,-3.6
CCNC(=O)c1nc(C(=O)NCc2cccc(OCC)c2)cs1,-10.0
O=C(NCc1cc(-c2ccncc2)n(C2CCCC2)n1)c1c(F)cccc1Cl,-9.0
COc1ccc(Cc2nnc(NN=Cc3ccc(N(C)C)cc3)[nH]c2=O)cc1OC,-4.6
Cc1ccc(NC(=O)Cn2nc(N3CCOCC3)c3ccccc3c2=O)cc1Cl,-12.0
C=CCN1C(=O)/C(=C/c2ccc(N(C)C)cc2)SC1=Nc1nnc(CC)s1,3.0
CCn1cccc(-c2nnc(SCC(=O)NCc3ccc(F)cc3)n2C)c1=O,-4.0&6.0
Cc1ccccc1-n1c(O)c(C=C2C(c3ccccc3)=Nc3ccccc32)c(=O)[nH]c1=O,-18.1
CC(CC(=O)NCc1ccco1)=NNC(=O)C(c1ccccc1)c1ccccc1,-17.0
CCOc1ccc2cc(/C=N\N3C(=O)C4C=CC=CC4N=C3C)c(Cl)nc2c1 (stereo not given),0.0
COC(=O)CCc1c(C)n[nH]c1C,10.0
COc1cc(C=NNS(=O)(=O)c2ccc(C(C)(C)C)cc2)cc([N+](=O)[O-])c1O,9.0
CCSc1nnc(CNC(=O)c2cccc(C(F)(F)F)c2)o1,-12.0
O=C(C1CC1)N1CC(c2nc(-c3ccco3)no2)C1,-15.0

# (next part)
SMILES,SSB-PriA inh
O=C(CCN1CCOCC1)N1N=C(c2ccc(Cl)cc2)CC1c1ccco1 (stereo not given),20.0
O=C(NNC(=O)c1cccn(Cc2ccc(F)cc2)c1=O)c1ccccc1,6.0
COc1cc(C(=O)NCC(c2ccc(N(C)C)cc2)N2CCCC2)c([N+](=O)[O-])cc1OC (stereo not given),6.0
COC(=O)NN=Cc1ccc(Oc2ccccc2)cc1,-7.5
CCCSc1nc(-c2cccs2)cc(C(F)(F)F)c1C#N,2.0
C[C@@H](Cc1ccco1)NC(=O)C(=O)NCCC1=CCCCC1,-17.0

# High-throughput results (PubChem)
